High-throughput results deposited in PubChem by National Center for Advancing Translational Sciences (NCATS).
Pol eta inh: blocks human DNA polymerase eta activity; recombinant Pol eta, fluorescent DNA replication assay; Potency, µM (series often up to 114 µM), without a hit: at the top dose activity change, negative = inhibition, hits mostly inhibitors; 390,000 compounds, 1.2% hits; AID 588591; note: potency is the fitted concentration of half-maximal effect; % is set by controls: 0 for no effect and ±100 for the full control effect
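Pol eta (10 nM) was preincubated with compounds for 15 min at room temperature, after which fluorescent replication substrate (50 nM final) was added to start the reaction. Fluorescence was read kinetically at 0 and 10 min.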
POLB inh: blocks human DNA polymerase beta activity; P06746; Pol beta primer extension/strand displacement, fluorescence kinetic; Potency, µM (top dose mostly 114 µM), for inactives: top-dose activity change, negative = inhibition, hits mostly inhibitors; 340,000 compounds, 1.3% hits; note: potency is the fitted concentration of half-maximal effect; % is set by controls: 0 for no effect and ±100 for the full control effect
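Kinetic readout of DNA synthesis with strand displacement by Pol beta. Compound and 10 nM enzyme sit 15 min at room temperature; 50 nM substrate starts the reaction, read immediately and at 10 min.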
GRP78 ERSR act: ER stress response induction in glioma | U87-MG GRP78 promoter luciferase reporter, 16 h | Potency, µM, for the others: top-dose activation, usual class: activators | 420,000 compounds, 0.02% hits | AID 602332; note: potency is the fitted concentration of half-maximal effect; series mostly up to about 76 µM; % of control where 0% means no effect; nearly all actives have a fitted effect of over 35% in size
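Stably transfected U87-MG glioma cells carrying a GRP78-based luciferase sensor; 16 h compound incubation. Luminescence end-point read 10 min after Bright-Glo addition at room temperature.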
POLK inh: DNA polymerase kappa (human) inhibition. Q9UBT6. purified Pol kappa, fluorescent DNA synthesis assay, 10 min. Potency, µM (series often up to 107 µM), for inactives: top-dose activity, negative = inhibition, actives largely listed as inhibitors. 400,000 compounds, 0.53% hits. AID 588579; note: potency is the fitted concentration of half-maximal effect; % is set by controls: 0 for no effect and ±100 for the full control effect
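Enzyme at 10 nM met test compounds for 15 min at room temperature. Substrate addition (50 nM final) began the reaction, which was monitored by fluorescence at 0 and 10 min.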
LDHA block: LDHA (human) enzyme inhibition | P00338 | purified LDHA, NADH/diaphorase-resazurin fluorescence; hits give low values | 480,000 compounds, 0.15% hits | AID 1347041 | activity change, % (values are at about 110 or 230 µM); in the data active = activity change below about -30%; inconclusive = mostly about -25% to -30%;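 note: plate controls were DMSO wells for no effect and wells without enzyme for full effect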
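LDH5 2 nM; NADH 0.06 mM, pyruvate 0.2 mM; 200 mM Tris pH 7.4, EDTA, Tween-20; 5 min RT. Detection: diaphorase 0.133 mg/mL + resazurin 37 µM, fluorescence ex540/em590 at 0 and 20 min; normalized to enzyme-free and DMSO wells.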
BLM helicase inh: blocks DNA unwinding by human BLM helicase; P54132; recombinant BLM DNA unwinding, fluorescence dequenching; Potency, µM (top dose mostly 56.1 µM), for the others: top-dose activity change, negative = inhibition, hits mostly inhibitors; 350,000 compounds, 0.2% hits; AID 2528;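 note: potency is the fitted concentration of half-maximal effect; plate controls were vehicle for no effect and no enzyme for full effect; nearly all actives have a fitted effect of over 35% in size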
Apoferritin bind: candidate novel general anesthetic via apoferritin binding; Potency, µM (titrated, usually from 77.5 µM), without a hit: at the highest dose activity change, negative = displacement, most hits filed as inhibitors; apoferritin/1-aminoanthracene competitive binding, fluorescence; 350,000 compounds, 0.074% hits; P02791; note: potency is the fitted concentration of half-maximal effect; % is set by controls: 0 for no effect and ±100 for the full control effect; nearly all actives have a fitted effect of over 20% in size
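Read-out: endpoint 1-AMA fluorescence, excitation 380 nm and emission 535 nm, after compounds sit 10 min at room temperature with 10 uM horse-spleen apoferritin in 50% saturated 1-AMA/PBS. Values come from four-parameter Hill fits.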
Pol iota inh: DNA polymerase iota (human) inhibition. 390,000 compounds, 1% hits. Potency, µM (titrated, usually from 115 µM), without a hit: top-dose activity, negative = inhibition, usual class: inhibitors. Pol iota fluorescent replication assay, 10 min. Q9UNA4. AID 588590; note: potency is the fitted concentration of half-maximal effect
Target sequence (Q9UNA4 whole entry, looked up): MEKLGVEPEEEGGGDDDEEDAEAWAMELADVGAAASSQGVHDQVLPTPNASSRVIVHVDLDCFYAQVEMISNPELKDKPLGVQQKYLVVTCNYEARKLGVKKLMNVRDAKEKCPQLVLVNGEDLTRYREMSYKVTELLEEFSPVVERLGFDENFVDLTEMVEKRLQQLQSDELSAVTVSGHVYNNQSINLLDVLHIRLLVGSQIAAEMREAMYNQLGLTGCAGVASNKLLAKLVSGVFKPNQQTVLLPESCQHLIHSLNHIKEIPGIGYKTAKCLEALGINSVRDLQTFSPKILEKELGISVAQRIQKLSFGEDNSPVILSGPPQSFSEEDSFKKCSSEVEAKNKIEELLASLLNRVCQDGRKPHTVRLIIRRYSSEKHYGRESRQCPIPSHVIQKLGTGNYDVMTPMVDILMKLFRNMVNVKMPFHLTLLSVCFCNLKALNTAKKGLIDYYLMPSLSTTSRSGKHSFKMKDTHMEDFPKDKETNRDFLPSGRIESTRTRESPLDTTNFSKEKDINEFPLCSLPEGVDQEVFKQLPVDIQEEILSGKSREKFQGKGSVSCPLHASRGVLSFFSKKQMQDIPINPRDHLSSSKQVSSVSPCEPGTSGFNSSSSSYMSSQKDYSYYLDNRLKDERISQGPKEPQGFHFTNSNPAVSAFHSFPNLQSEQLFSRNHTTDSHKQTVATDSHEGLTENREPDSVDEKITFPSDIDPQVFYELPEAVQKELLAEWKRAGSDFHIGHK
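Fluorescent replication assay read twice, at 0 min and 10 min after adding 50 nM (final) substrate. Enzyme (10 nM) and compounds were first incubated 15 min at room temperature; enzyme-free buffer wells were negative controls.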
APEX1 inh: APE1 (human) endonuclease inhibition. Potency, µM (top dose mostly 65.8 µM), inactives show top-dose activity change, negative = inhibition, actives largely listed as inhibitors. recombinant APE1, TAMRA/BHQ-2 abasic DNA cleavage fluorescence. 350,000 compounds, 0.35% hits. P27695. AID 2517;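 note: potency is the fitted concentration of half-maximal effect; plate controls were vehicle for no effect and reference inhibitor for full effect; nearly all actives have a fitted effect of over 55% in size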
Target sequence (P27695 whole entry, looked up): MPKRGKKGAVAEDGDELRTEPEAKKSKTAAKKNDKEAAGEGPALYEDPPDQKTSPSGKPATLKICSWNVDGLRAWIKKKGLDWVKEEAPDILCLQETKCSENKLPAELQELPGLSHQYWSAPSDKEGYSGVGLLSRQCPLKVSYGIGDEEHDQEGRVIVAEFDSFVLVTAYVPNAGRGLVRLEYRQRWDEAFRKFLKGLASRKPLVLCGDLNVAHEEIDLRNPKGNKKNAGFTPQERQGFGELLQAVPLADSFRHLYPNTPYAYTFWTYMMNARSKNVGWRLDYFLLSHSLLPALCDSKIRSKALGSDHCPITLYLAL
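0.75 nM APE1 + cpd, 15 min RT; start w/ 50 nM TAMRA/BHQ-2 THF-abasic dsDNA; kinetic fluor 525/598 nm ×3 reads @60 s; Δ(read3−read1); normalized to DMSO and NSC13755 control wells.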
* marks the source's active call; other numbers are inactive results; ? = inconclusive; · = no result given; [ ] = dose if it differs, or a comment. Unless noted, calls come from the whole dose curve; as a rule, active = well fitted curve in the direction sought with a large enough effect; inconclusive = small, poorly fitted or top-dose-only effect, or another doubt; inactive = no such curve, though single readings can be large; an effect the other way counts as inactive or inconclusive. The list is partial. The share of hits here may be higher or lower than overall.

Structure | Pol eta inh | POLB inh | GRP78 ERSR act | POLK inh | LDHA block | BLM helicase inh | Apoferritin bind | Pol iota inh | APEX1 inh
O=C(COC(=O)c1ccccc1Br)NCC1CCCO1 (stereo unspecified) | -4% | · | 5% | -3% | -7 | · | · | -4% | 6%
CCOc1ccc(NC(=O)CC2C(=O)N(c3cccc(OC)c3)C(=O)N2C2CCCCC2)cc1 (stereo unspecified) | -7% | 4% | -1% | -7% | -2 | -4% | -18% | ? | ·
COc1ccc(-n2ccc3ccccc32)cc1 | -9% | -1% | 5% | 8% | 0 | -5% | ? | ? | 39%[activator]
CC1CCCC(CC(=O)O)(CC(=O)O)C1 (stereo unspecified) | -10% | 4% | -1% | -9% | -2 | -11% | -11% | 25% | -3%
O=C(c1ccccc1)c1ccc(O)c(O)c1O | 8.9µM* | · | -4% | 22µM* | 21 | · | · | 28µM* | ·
CCCCNC(=O)c1c[nH]c2ccc(S(=O)(=O)N3CCOCC3)cc2c1=O | 8% | -11% | 8% | -13% | 2 | 0% | -17% | 46% | -5%
O=C(NCC1CCCO1)c1ccc(NC(=O)c2cc(F)c(F)cc2Cl)cc1 (stereo unspecified) | -2% | 10% | -4% | -19% | -10 | -13% | -6% | -7% | 13%
O=C(Nc1nc2c(Cl)ccc(Cl)c2s1)c1ccco1 | 4% | 2% | 1% | -19% | 0 | -5% | -11% | -8% | 0%
O=C(O)c1ccc(N=Nc2c(O)[nH]c3ccc(Br)cc23)cc1 | ? | 1% | 1% | -7% | -10 | -4% | 5% | -12% | ?
Cc1ccc(S(=O)(=O)N(CC(=O)N2CCC(C)CC2)c2ccccc2)cc1 | -9% | -2% | 1% | -3% | -7 | -16% | -21% | -9% | 15%
Nc1nc(NCc2ccco2)nc(N2CCN(Cc3ccccc3)CC2)c1[N+](=O)[O-] | -26% | 0% | -8% | -2% | -5 | -7% | -24% | 44%[activator] | -4%
CCOC(=O)c1sc(N2C(=O)C(O)=C(C(=O)c3ccco3)C2c2ccc(C)o2)nc1C (stereo unspecified) | ? | ? | -1% | ? | 18 | -6% | -18% | ? | 60%[activator][12.4 µM]
CCn1c(SCC(=O)Nc2cccc(NC(=O)c3cccs3)c2)nnc1-c1ccncc1 | -16% | 2% | -2% | 2% | 3 | 4% | -18% | 19% | -6%
COC(=O)[C@]1(Cc2ccccc2)N[C@H](c2ccc(-c3ccccc3)cc2)[C@@H]2C(=O)N(C)C(=O)[C@@H]21 | -1% | · | -8% | -5% | -9 | · | · | -19% | 13%
O=C(c1cccc(Cl)c1)N1c2ncnn2C2(CCCCC2)[C@@H]2CCCC[C@@H]21 | -8% | -1% | -2% | -5% | -4 | -5% | -11% | ? | ·
CSCCOC(=O)C1=C(C)NC(=O)NC1c1ccc2c(c1)OCO2 (stereo unspecified) | -18% | 32% | 0% | 2% | -2 | 0% | -15% | 15% | -1%
O=C(CSc1nc2cc(Cl)ccc2s1)NC(=O)NCc1ccco1 | 35µM* | 45µM* | -3% | ? | -7 | -15% | -11% | 19% | ?
COc1ccc(S(=O)(=O)N2CCCCC2)cc1NC(=O)CNc1ccccc1C(C)=O | -4% | · | 0% | -9% | -4 | · | · | -19% | -6%
CN(C)c1ccc(/C=N/NC(=O)C2CC2c2ccccc2)cc1 (stereo unspecified) | -16% | 29% | 1% | -6% | 0 | -6% | 105%[activator] | 19% | 5%
CCc1ccc(CNC(=O)CSc2cc(=O)n(CC)c3ccccc23)cc1 | -21% | 12% | -3% | 4% | 1 | -2% | ? | 57%[activator] | ·
CC1CCCCC1NC(=O)c1ccc(CNc2c(N3CCCC3)c(=O)c2=O)cc1 (stereo unspecified) | -6% | -17% | -6% | 18% | -3 | 3% | 11% | 31%[activator] | -2%
O=C1N(Cc2ccccc2Cl)c2ccccc2C1(O)c1c[nH]c2ccccc12 (stereo unspecified) | -27% | -25% | -10% | -11% | 2 | -13% | ? | -6% | ·
COc1ccccc1CC(=O)Nc1cc(OC)c(NC(=O)c2ccccc2)cc1OC | -15% | 11% | -2% | -3% | 3 | -13% | -8% | 3% | -26%
COc1ccc2c(c1)SCC(=O)N2C | -16% | 36% | -4% | -7% | -7 | -8% | -1% | 7% | 0%
CC(=O)Nc1cccc(OCc2c(F)cccc2Cl)c1 | -4% | 4% | 5% | -13% | -13 | -7% | -17% | 6% | -5%
Cc1ccc(/C=C/c2nc3ccccc3n2S(=O)(=O)c2cccc(Cl)c2)cc1 | -8% | -12% | -4% | -5%[60.1 µM] | -5 | 0% | 7% | -28% | ·
CCc1ccc(S(=O)(=O)O)cc1 | · | · | -7% | 3%[19.4 µM] | · | -2% | -13% | · | -3%
C#CCOCCOCCOCCNc1nc(N2CCOCC2)nc(N2CCN(C(=O)[C@H](CCCCN)n3cc([C@@H](N)CO)nn3)CC2)n1 | -21% | -2% | -6% | -17% | 0 | -4% | -4% | ? | -1%
CC(=O)Nc1ccc(-c2ccc3nnc(C)n3n2)cc1 | -15% | 19% | -2% | 0% | -3 | -4% | -4% | 51%[activator] | 7%
Cc1ccccc1-c1nnc(SCC(=O)N(CC(C)C)c2c(N)n(CC(C)C)c(=O)[nH]c2=O)n1C | -9% | 7% | -1% | -4% | -2 | -6% | 34%[activator] | -3% | -1%
O=C(CN1CCOCC1)Nc1ccc(S(=O)(=O)N2CCCCCC2)cc1 | -18% | -2% | -5% | -2% | -2 | 1% | -17% | -4%[58.9 µM] | 0%
O=C1C2C3C=CC(C3)C2C(=O)N1c1ccc(-c2nc3ccccc3c(=O)o2)cc1 (stereo unspecified) | 0% | 4% | -2% | -3%[60.1 µM] | -3 | -1% | -8% | -1% | 1%
CC(C)[C@H](NC(=O)NCc1ccco1)C(=O)O | 0% | 2% | -7% | -11% | 0 | -4% | -6% | 3% | 4%
Cc1cccnc1NC(=O)Cn1c(=O)oc2ccccc21 | -13% | 1% | 3% | 6% | 0 | -14% | -15% | ? | 1%
CCOc1ccc(-c2cc3nc(C4CCN(C(=O)OC(C)(C)C)CC4)c(C(=O)Nc4c(C)cccc4C)cn3n2)cc1 | -23% | 11% | -1% | -6% | -8 | -9% | -14% | 21% | ·
O=C(NN(C(=O)c1ccccc1)c1ccccc1)c1ccccc1 | ? | 6% | -3% | ? | -4 | -6% | -4% | ? | -11%
Cc1ccc(C(=O)Cn2nc(C(=O)O)c3ccccc3c2=O)cc1C | -10% | -12% | -4% | 15% | -3 | -11% | -12% | 45%[activator] | -4%
Cn1cc(Cl)c(C(=O)N(Cc2ccccc2)c2ccccn2)n1 | -18% | -2% | -5% | 6% | -1 | -2% | 2% | -4% | 5%
CC1(C)Cc2c(sc3ncnc(NNC(=S)NCc4ccccc4)c23)CO1 | -17% | 29% | -3% | -2% | -2 | -3% | -19% | 17% | -6%
O=C(NC1CCCCC1)N1CCC(c2nc3ccccc3[nH]2)CC1 | -3% | 2% | -3% | -5% | -5 | 4% | -3% | -5% | -3%
CCC(C(=O)Nc1ccc(C(=O)OC)cc1)n1c(=O)c(-c2ccccc2NC(C)=O)nc2ccccc21 (stereo unspecified) | -15% | 3% | -4% | -11% | -11 | 1% | -12% | -14% | ·
Cc1ccc(-n2c(SCC(=O)NCCC3=CCCCC3)nc3n[nH]c(C)c3c2=N)cc1Cl | -7% | -2% | -2% | 8% | -5 | -5% | -36% | 15% | -2%
CCOC(=O)c1c(NC(=S)Nc2ccc(OCC)cc2)sc2c1CCN(C)C2 | -7% | -16% | 3% | -12% | -4 | 37%[activator] | -10% | 138%[activator] | 0%
COC(=O)c1cc(S(=O)(=O)Nc2cc(S(=O)(=O)N(C)C)ccc2C)oc1C | -13% | 15% | -6% | 0% | -7 | -3% | 0% | 52%[activator] | 0%
Cc1cccc(C)c1NC(=O)CN1C(=O)C2CC=CCC2C1=O (stereo unspecified) | -1% | · | -3% | 14% | 0 | · | · | 2% | -9%
COc1cc(CCC(=O)OCC(=O)Nc2ccccc2C#N)cc(OC)c1OC | -4% | -10% | 0% | -4% | -8 | -2% | -3% | -10% | -2%
O=C(O)CCCC(=O)NNc1ncnc2ccccc12 | -11% | 26% | -3% | -15% | -1 | -2% | -7% | 9% | -1%
C=CCNC(=S)NNC(=O)c1cccc2ccccc12 | -17% | 22% | -5% | -11% | -5 | -6% | -10% | 23% | -1%
Cc1nc(SCc2cccc(C(=O)O)c2)nc2c1CCCC2 | 3% | -7% | -11% | -9% | -9 | -2% | -2% | 79%[activator] | 0%
CC[C@@]1(C(=O)OC)N[C@H](CN(C)C(=O)NC(C)C)[C@@H]2C(=O)N(C)C(=O)[C@@H]21 | -16% | · | -1% | -8% | 2 | · | · | 13% | 24%
Cc1ccc(Cn2c(N3CCNCC3)nc3c2c(=O)[nH]c(=O)n3C)cc1 | 1% | ? | -4% | -10% | 0 | -3% | -3% | -7% | 43%
Cc1cc(N/N=C/c2ccncc2)nc2ccccc12 | -18% | 8% | 3% | -20% | -9 | -3% | -16% | -1% | -3%
O=C(CSc1nccn1Cc1ccco1)Nc1ccccc1F | -24% | 18% | 1% | -8% | -1 | 0% | -11% | 37%[activator] | 17%
C=CCn1c(C)cc(C(=O)COc2ccc(C)nc2[N+](=O)[O-])c1C | -17% | 12% | -7% | -9% | 0 | -2% | -3% | 83%[activator] | -1%
Cc1ccc(COc2ccc3oc(-c4ccccc4)c(C(=O)O)c3c2)cc1 | · | ? | 2% | 1% | 1 | -4% | 109%[activator] | -7% | ·
Cc1ccc(C(=O)Nc2c(C#N)c(C)c(C)n2Cc2ccccc2)cc1 | -11% | -3% | -6% | -24% | -2 | 0% | -19% | 14% | -4%
Cc1ccc(S(=O)(=O)/N=C2/NC(=O)/C(=C/c3ccc(Br)o3)S2)cc1 | 22µM* | ? | -2% | ? | ? | -6% | -10% | ? | ?
O=[N+]([O-])c1cc([N+](=O)[O-])c2cccnc2c1Oc1ccccc1O | -18% | -13%[57.1 µM] | -4% | -38% | 30 | 1% | -3% | ? | -3%
O=C(COC(=O)CCC(=O)c1ccc(Cl)cc1)NC1CC1 | -4% | -1% | -2% | -20% | -3 | -2% | -4% | 16% | -2%
